# Alkaline phosphatase = inhibition of tissue-nonspecific alkaline phosphatase – biochemical, luminescent (AID 518); hit rate 0.09% among 64,000; inhibition, % at 20 µM, or IC50 in µM where a hit was titrated; purified TNAP enzyme, luminescent substrate readout; higher % means a stronger effect; in the data active = a potency from the dose series; inactive = the rest, 99 in 100 with inhibition below about 22%;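 also: plate controls were vehicle for no effect and reference inhibitor for full effect; many of its hits are not listed in these tables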
# HPDE-C7 cytotoxicity = cytotoxicity in HPDE-C7 cells, cell-based, fluorescence, HTS (AID 430) | cytotoxicity, % at 10 µM; hits with a dose series show EC50 in µM | hit rate 1.8% among 63,000 | HPDE-C7 pancreatic duct cells viability, fluorescence; higher % means a stronger effect;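 also: cells exposed to compound for 48 hours before viability readout; 0% = vehicle and 100% = reference cytotoxic drug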
# Spn MK inh = inhibitors of Streptococcus pneumoniae mevalonate kinase; purified MK, PK/LDH-coupled NADH absorbance 340 nm; inhibition, % at 10 µM; hit rate 0.48% among 65,000; AID 555;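 active = ranked among the strongest by inhibition in the single 10 µM screen, a fixed top-ranked set picked for dose follow-up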; also: no value below 0 was filed
# DPM-DC inhibit = S. pneumoniae DPM-DC inhibition; purified DPM-DC, PK/LDH coupled NADH fluorescence; calls only at 10 µM; hit rate 0.49% among 65,000; AID 556;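 active = the 320 compounds with the highest percent inhibition in the single-dose primary screen, excluding strongly autofluorescent ones, cut at about 32% in these data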;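 also: kinetic rate of NADH fluorescence loss reporting ADP formed by the decarboxylase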
# HT1080 viability = cytotoxicity in HT1080 fibrosarcoma cells, cell-based, fluorescence readout (AID 620); hit rate 0.42% among 87,000; HT1080 viability, fluorescence; higher % means a stronger effect; cytotoxicity, % at 10 µM, or EC50 in µM where a hit was titrated;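 also: cells exposed to compound overnight then 4 h with Alamar Blue; 0% = vehicle DMSO and 100% = killing control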
# HPDE-C7K KRASV12 = cytotoxicity in KRAS-transformed pancreatic duct cells, primary screen, cell-based, fluorescence, HTS (AID 431); HPDE-C7K KRASV12 cells, Alamar Blue viability, 48 h; higher % means a stronger effect; cytotoxicity, % at 10 µM, or EC50 in µM where a hit was titrated; hit rate 1.7% among 63,000;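 active = compounds whose percent cytotoxicity in the single-dose primary screen, scaled between solvent and toxic-drug controls, exceeds 50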;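 also: 0% = DMSO solvent wells and 100% = doxorubicin-treated wells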
# Spn PMK inh = blocks S. pneumoniae phosphomevalonate kinase; purified PMK, PK/LDH-coupled NADH absorbance 340 nm; hit rate 0.49% among 65,000; AID 539; inhibition, % at 10 µM;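 active = top-ranked compounds by inhibition in the single 10 µM screen, taking a fixed number of the strongest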;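 also: 0% = full reaction with DMSO carrier and 100% = background rate without enzyme reaction; no value below 0 was filed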
# LYP inhibition = LYP phosphatase inhibitors, primary screen, biochemical, DiFMUP fluorescence, recombinant catalytic domain, 10 µM (AID 606); recombinant LYP catalytic domain, DiFMUP fluorescence; higher % means a stronger effect; 52,000 tested, under 10 active; inhibition, % at 10 µM; hits with a dose series show IC50 in µM;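 active = IC50 under 40 µM in the dose-response test; inactive = IC50 of 40 µM or more, or never dose-tested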
# Bfl-1 inhibitors = Bfl-1 inhibitors, primary screen, biochemical, fluorescence polarization, FITC-Bid, mouse (AID 432). FITC-Bid BH3 peptide fluorescence polarization displacement; higher % means a stronger effect. hit rate 0.02% among 64,000. one-dose displacement, % at 20 µM; IC50 in µM for titrated hits; in the data active = a potency from the dose series; inactive = the rest, 99 in 100 with displacement below about 15%; also: strong numbers were not always called active
# Spn PMK inh pilot replicates = also measured in Spn PMK inh; calls as there; inhibition, %; measured here: pilot screen replicates
# Spn MK inh pilot replicates = further read-out of Spn MK inh, marked with its call; inhibition, %; measured here: pilot screen replicates
# DPM-DC inhibit pilot screen % = further read-out of DPM-DC inhibit, marked with its call; inhibition, %; measured here: pilot screen trials
# * = called active by the depositor; i = inactive; · = not tested or not shown. Rule as the data show it, unless noted: active = cytotoxicity above about 50%; inactive = the rest.
SMILES,Alkaline phosphatase,HPDE-C7 cytotoxicity,Spn MK inh,DPM-DC inhibit,HT1080 viability,HPDE-C7K KRASV12,Spn PMK inh,LYP inhibition,Bfl-1 inhibitors,others
COc1ccc(CNC(=O)C(C#N)c2nc3ccccc3nc2N2CCCC2)cc1 (stereo not given),10%,-16%,9,i,-4%,-10%,2,·,8%,
Cc1csc(NC(=O)CCS(=O)(=O)c2ccc(Br)cc2)n1,10%,-13%,2,i,-12%,-7%,4,-4%,-7%,Spn PMK inh pilot replicates=0.0;Spn MK inh pilot replicates=0.0;DPM-DC inhibit pilot screen %=0.5
CON(C)c1nc(OCCNC(=O)OCc2ccc(Cl)cc2Cl)nc(N(C)C)n1,2%,0%,0,i,-7%,-7%,25*,8%,-2%,
Cc1ccc(-n2c(Cc3cccn3C)nnc2SCC(=O)N2CCc3ccccc32)cc1,11%,28%,8,i,-4%,15%,11,1%,6%,
COc1cc2c(C(=O)NCc3ccccn3)cn(C)c(=O)c2cc1OC,12%,-10%,3,i,3%,5%,0,-7%,-1%,
Cc1ccc(-n2c(N)c(C(=O)N3CCCCC3)sc2=S)cc1,14%,-3%,8,i,·,9%,2,9%,-3%,
CCOC(=O)N1CCC(N2C(=O)c3ccc(C(=O)NCc4ccc(F)cc4)cc3C2=O)CC1,8%,-4%,11,i,·,-1%,5,-1%,6%,
CCN(Cc1cc2cc(C)ccc2[nH]c1=O)C(=O)c1cccc(OC)c1,5%,0%,6,i,32%,-3%,11,3%,2%,
CC(=O)c1cnc(Nc2nc(C)c3cc(C)ccc3n2)nc1C,4%,10%,6,i,1%,14%,2,14%,1%,
OCC1N=C(c2ccccn2)OC1c1ccccc1 (stereo not given),6%,-6%,0,i,·,-7%,19,·,0%,
CCOc1ccc(NC(=O)Nc2ccc3c(c2)N(C)C(=O)CS3)cc1,10%,2%,8,i,-3%,-4%,0,8%,7%,
CCc1noc(C)c1C(=O)Nc1sc(C(=O)N(C)C)c(C)c1C(=O)OC,-2%,5%,6,i,0%,2%,0,13%,5%,
COc1ccc(OC)c(NC(=O)CCn2cccc2)c1,6%,0%,2,i,2%,6%,9,5%,4%,
Brc1cccc(-c2nnc(SCc3ccon3)n2-c2ccccc2)c1,-2%,1%,0,i,8%,-4%,0,8%,13%,
Cn1c(Cn2c(=O)sc3ccccc32)nnc1SCc1cccnc1,-1%,-5%,8,i,-5%,2%,8,11%,4%,

# The final six records of the part above are carried over, then new ones follow.
SMILES,Alkaline phosphatase,HPDE-C7 cytotoxicity,Spn MK inh,DPM-DC inhibit,HT1080 viability,HPDE-C7K KRASV12,Spn PMK inh,LYP inhibition,Bfl-1 inhibitors,others
OCC1N=C(c2ccccn2)OC1c1ccccc1 (stereo not given),6%,-6%,0,i,·,-7%,19,·,0%,
CCOc1ccc(NC(=O)Nc2ccc3c(c2)N(C)C(=O)CS3)cc1,10%,2%,8,i,-3%,-4%,0,8%,7%,
CCc1noc(C)c1C(=O)Nc1sc(C(=O)N(C)C)c(C)c1C(=O)OC,-2%,5%,6,i,0%,2%,0,13%,5%,
COc1ccc(OC)c(NC(=O)CCn2cccc2)c1,6%,0%,2,i,2%,6%,9,5%,4%,
Brc1cccc(-c2nnc(SCc3ccon3)n2-c2ccccc2)c1,-2%,1%,0,i,8%,-4%,0,8%,13%,
Cn1c(Cn2c(=O)sc3ccccc32)nnc1SCc1cccnc1,-1%,-5%,8,i,-5%,2%,8,11%,4%,
Cc1sc(NC(=O)CSc2nnc(-c3ccc(F)cc3)o2)c(C#N)c1C,1%,-16%,16,i,19%,-13%,7,5%,-4%,
Cc1nc2ccc(S(=O)(=O)NCC(=O)N3CCCC(C)C3)cc2s1 (stereo not given),-1%,-28%,0,i,0%,-30%,8,-1%,-14%,
Cc1cc2nnc(SC3CCOC3=O)n2c2ccccc12 (stereo not given),13%,19%,0,i,6%,12%,18,9%,-10%,
CN(C)C(=O)Nc1ccc(F)cc1F,9%,4%,3,i,0%,-11%,1,2%,10%,
Cc1ccc(S(=O)(=O)N(CC(O)CN2CCCC2)c2ccccc2)cc1 (stereo not given),11%,-8%,8,i,4%,-35%,10,8%,-10%,
C=CCNc1oc(Cc2cccc3ccccc23)nc1C#N,5%,-12%,4,i,-5%,-9%,10,1%,6%,
OC(COc1ccc2ccccc2c1Br)Cn1ccnc1 (stereo not given),-5%,12%,11,i,12%,2%,2,1%,-7%,
Cn1c(C(C#N)C2=C(Cl)C(=O)N(c3ccccc3)C2=O)nc2ccccc21 (stereo not given),8%,10%,1,i,-4%,12%,17,3%,16%,
COc1ccccc1-c1noc(-c2ccccc2C(=O)N2CCOCC2)n1,7%,-9%,12,i,-5%,-11%,4,3%,-5%,
Brc1ccc(Oc2nnnn2-c2ccccc2)cc1,11%,-8%,10,i,-10%,6%,6,1%,1%,
O=C(NCc1ccc2c(c1)OCO2)c1cccc(Cl)c1,6%,-4%,11,i,-5%,4%,10,10%,-1%,
CCCn1c(=O)c2ccccc2n2c(SCCOc3ccccc3)nnc12,8%,-5%,0,i,-2%,1%,15,4%,0%,
O=C(NCc1ccco1)Nc1ccc(Br)cc1,7%,-3%,7,i,-1%,-28%,14,5%,22%,
CC(C)c1nnc(NC(=O)CCS(=O)(=O)c2nc(-c3cccs3)cc(C(F)(F)F)n2)s1,5%,87%*,2,i,0%,44%,12,7%,17%,
CC(=O)c1cccc(NC(=O)NC(C)C2CCCO2)c1 (stereo not given),12%,-3%,9,i,-1%,-11%,10,6%,-7%,
CCOC(=O)N1CCN(C(=O)CN(Cc2ccc(Cl)cc2)S(C)(=O)=O)CC1,9%,7%,8,i,-2%,-2%,7,-3%,5%,
CCCOc1ccc(Cc2nn3c(=O)/c(=C/c4ccco4)sc3nc2=O)cc1,8%,3%,0,i,2%,-6%,11,2%,8%,
Cc1ccc(Cl)cc1NC(=O)Cn1cccc1,10%,-3%,8,i,11%,-6%,8,4%,-6%,
CCN(CC)C(=O)c1cncc(C(=O)N(CC)CC)c1-c1ccccc1,-1%,-3%,0,i,5%,-7%,10,·,-9%,
COc1ccc(N2CCn3c2nc2c3c(=O)n(CCCc3ccccc3)c(=O)n2C)c(OC)c1,14%,-6%,0,i,-19%,10%,12,-4%,-9%,
Cc1onc(-c2ccccc2Cl)c1C(=O)Nc1cccc2nsnc12,8%,-6%,9,·,7%,-3%,0,·,-3%,
CC(=O)Nc1cc(NC(=O)C2C3C=CC(C3)C2C(=O)O)ccc1Cl (stereo not given),7%,-1%,2,i,0%,5%,0,9%,-2%,
CC(C)c1nc2oc3c(NCc4cccnc4)ncnc3c2c2c1CCC2,14%,·,5,i,2%,·,12,5%,8%,
CC1CCCN(CCCNC(=O)C2CC(=O)N(c3ccc(F)c(Cl)c3)C2)C1 (stereo not given),6%,-6%,2,i,7%,-10%,17,0%,2%,
Cc1cc(C)n(-c2nc(C)nc(NCc3ccccc3)n2)n1,16%,2%,0,i,·,-9%,9,-1%,0%,
O=C(Cn1c(-c2ccccc2)noc1=O)NCc1ccccc1,6%,-7%,5,i,-29%,-10%,4,·,-6%,
CCOC(=O)N1CCC(NC(=O)c2cc3c(-c4ccc(OC)c(OC)c4)nn(C)c3s2)CC1,13%,-1%,8,i,-3%,0%,7,·,-5%,
CC1CC(=O)C=C(O)C1C(=O)OC(C)(C)C (stereo not given),12%,-21%,6,i,-4%,-10%,8,5%,-7%,
Cc1ccc(C)c(-n2nnnc2SCC(=O)Nc2cccc(-c3nnc4n3CCCCC4)c2)c1,4%,-22%,15,i,6%,-8%,20,·,-2%,
CC(C)CCNC(=O)NC(=O)COC(=O)C1=COCCO1,2%,6%,0,i,10%,-7%,0,6%,-3%,
Cc1ccc2[nH]c(=O)c(CN(CCCN3CCOCC3)C(=O)NC3CCCCC3)cc2c1,1%,4%,5,i,-14%,1%,5,-2%,-4%,
Cc1cccc(CS(=O)(=O)Cc2ccc(C(=O)NCc3cccnc3)o2)c1,2%,-7%,0,i,5%,11%,12,9%,0%,
Cc1ccc(-c2cc(C(=O)NCc3ccc4c(c3)OCO4)[nH]n2)c(O)c1C,1%,-1%,0,i,-1%,6%,3,·,1%,
CCN(c1ccccc1)S(=O)(=O)c1ccc(NCC2COc3ccccc3O2)nc1 (stereo not given),7%,22%,0,i,-3%,34%,8,·,0%,
CC(C)OCCCNS(=O)(=O)c1ccc2c(c1)OCCO2,3%,-22%,1,i,3%,-12%,0,10%,-1%,
Cc1cccc(N(C)C(=O)c2coc(=O)c3ccccc23)c1,10%,2%,i,i,6%,3%,6,·,0%,Spn PMK inh pilot replicates=0.0;Spn MK inh pilot replicates=3.0;DPM-DC inhibit pilot screen %=0.0
O=C(NC1CCCC1)c1c[nH]c2ccc(F)cc2c1=O,9%,11%,6,i,24%,16%,6,-3%,0%,Spn PMK inh pilot replicates=0.0;Spn MK inh pilot replicates=0.0;DPM-DC inhibit pilot screen %=1.0
O=C(c1cnc2n(c1=O)CCS2)N1CCCc2ccccc21,·,·,11,i,-9%,·,16,9%,·,
CCn1ncc(C2=NOC(C(=O)NCc3ccc(Cl)cc3)C2)c1C (stereo not given),9%,65%*,1,i,71%*,59%*,9,10%,9%,Spn PMK inh pilot replicates=0.0;Spn MK inh pilot replicates=0.5;DPM-DC inhibit pilot screen %=0.0
C=CCn1c(SCc2ccc3nonc3c2)nnc1-c1cccs1,9%,-1%,0,i,13%,-12%,13,5%,5%,Spn PMK inh pilot replicates=7.0;Spn MK inh pilot replicates=0.0;DPM-DC inhibit pilot screen %=0.0
CCOC(=O)NCC(C#CCN(CC)CC)N(CC)CC (stereo not given),8%,-9%,0,i,1%,-13%,0,-11%,1%,
Cc1ccccc1N(CC(=O)Nc1ccc(F)cc1)S(C)(=O)=O,5%,-6%,14,i,1%,0%,4,0%,5%,
CC(C)(C)c1nn(-c2ccccc2)c2[nH]c(=O)c(CNCc3ccco3)cc12,5%,-8%,6,i,-4%,2%,9,6%,-5%,
CC(Nc1cc(=O)n(C)c(=O)n1C)c1ccccc1 (stereo not given),16%,3%,0,i,3%,0%,3,-1%,-7%,
CCC(=O)N1CCN(c2ccccc2NC(=O)Cc2ccccc2)CC1,7%,-11%,2,i,-1%,-4%,1,·,0%,
O=C1C=C(OCc2ccccc2)CN1,5%,-8%,0,i,0%,-1%,3,8%,-5%,
COc1ccc(CCn2nnnc2C(CC(C)C)N2CCN(c3ncccn3)CC2)cc1OC (stereo not given),3%,-10%,11,i,-7%,-12%,8,16%,-8%,
O=C(O)COc1ccc(S(=O)(=O)NCCc2ccccc2)cc1,19%,-6%,5,i,-2%,2%,10,-9%,-4%,Spn PMK inh pilot replicates=3.5;Spn MK inh pilot replicates=0.0;DPM-DC inhibit pilot screen %=2.0

# High-throughput results from PubChem.
